Source: PubChem BioAssay (National Center for Advancing Translational Sciences (NCATS))
GLP1R cytotox – cytotoxicity counter-screen for GLP-1 receptor inverse agonists; HEK293 cAMP-luciferase reporter cells, luminescence, 24 h; Potency, µM (highest dose often 38.3 µM), without a hit: at the top dose activity change, negative = inhibition, most hits filed as inhibitors; 0.13% of 410,000 active;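 note: loss of luciferase light is scored as toxicity; potency is the fitted concentration of half-maximal effect; % is set by controls: 0 for no effect and ±100 for the full control effect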
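Seeding density was 200 cells/uL; after overnight-length (12 h) culture, 23 nL compounds went on for 24 h at 37 °C. Readout used a luciferase detection reagent, luminescence taken after 12 min at room temperature.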
D3 ag – agonists of human D3 dopamine receptor; P35462; D3R DiscoveRx beta-arrestin cells, luminescence, 90 min; max activation, %; 0.58% of 410,000 active; in the data active = max activation above about 30%; note: 0% is about no effect; mostly tested at two doses, the higher about 12 µM
Target sequence (P35462 whole entry, looked up): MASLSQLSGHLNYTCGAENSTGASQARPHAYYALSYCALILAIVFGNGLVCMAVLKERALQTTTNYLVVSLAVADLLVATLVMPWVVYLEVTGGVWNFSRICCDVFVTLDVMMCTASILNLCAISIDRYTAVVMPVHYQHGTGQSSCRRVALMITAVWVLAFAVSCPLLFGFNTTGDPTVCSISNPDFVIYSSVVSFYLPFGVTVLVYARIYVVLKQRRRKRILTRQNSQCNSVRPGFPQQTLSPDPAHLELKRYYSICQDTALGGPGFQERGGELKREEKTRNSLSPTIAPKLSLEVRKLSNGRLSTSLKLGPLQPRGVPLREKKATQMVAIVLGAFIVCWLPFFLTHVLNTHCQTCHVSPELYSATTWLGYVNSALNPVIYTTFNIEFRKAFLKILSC
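Agonist-mode cell screen: cells plated at 1500/well and incubated overnight at 37 °C, then exposed to library compounds for 90 min at 37 °C. Detection reagent was added for 30–60 min at room temperature, and luminescence was read.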
GLP1R inv ag – acts as inverse agonist at human GLP-1 receptor; P43220; Potency, µM (doses to about 38.3 µM), for the others: top-dose activity change, negative = inhibition, actives largely listed as inhibitors; 1.6% of 410,000 active; HEK293 GLP-1R CRE-luciferase, luminescence, 24 h; GLP-1R form is constitutively active; note: potency is the fitted concentration of half-maximal effect; % is set by controls: 0 for no effect and ±100 for the full control effect; nearly all actives have a fitted effect of over 55% in size
Target sequence (P43220 whole entry, looked up): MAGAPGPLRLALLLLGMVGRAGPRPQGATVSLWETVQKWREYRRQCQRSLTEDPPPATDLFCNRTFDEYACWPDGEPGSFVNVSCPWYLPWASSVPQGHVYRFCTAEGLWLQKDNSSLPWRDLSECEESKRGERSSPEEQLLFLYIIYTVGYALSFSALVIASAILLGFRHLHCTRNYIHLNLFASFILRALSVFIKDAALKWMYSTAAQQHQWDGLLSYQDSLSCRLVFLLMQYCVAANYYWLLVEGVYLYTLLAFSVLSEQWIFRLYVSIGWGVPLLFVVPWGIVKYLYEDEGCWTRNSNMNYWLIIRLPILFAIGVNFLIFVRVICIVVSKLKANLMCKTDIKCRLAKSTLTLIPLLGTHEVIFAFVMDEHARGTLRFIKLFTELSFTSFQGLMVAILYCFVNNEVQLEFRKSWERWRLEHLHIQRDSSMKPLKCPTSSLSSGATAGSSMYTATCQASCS
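Assay principle: reduced luminescence from a cAMP-responsive reporter in HEK293 cells co-expressing a constitutively active GLP-1R. Conditions: 24 hr compound incubation, 37 deg C, 5% CO2.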
* hit, by the source's call; ? = inconclusive; [ ] = dose if it differs, or a comment. Unless noted, calls come from the whole dose curve; as a rule, active = well fitted curve in the direction sought with a large enough effect; inconclusive = small, poorly fitted or top-dose-only effect, or another doubt; inactive = no such curve, though single readings can be large; an effect the other way counts as inactive or inconclusive. Only part of the results is shown, so the mix of outcomes need not match the whole.

Preview (5 entries):
canonical_smiles	D3 ag	GLP1R cytotox	GLP1R inv ag
O=C(CCn1ccc2cc(S(=O)(=O)N3CCCC3)ccc21)NCc1ccccc1Br	8	-2%	-15%
O=C(NCc1ccccc1)C(=O)NCC(c1ccco1)S(=O)(=O)c1cccs1 (configuration not stated)	6	25%	-9%
Cc1cccc(NC(=O)C(=O)NCC(c2ccc3c(c2)OCO3)N2CCN(c3ccccc3)CC2)c1 (configuration not stated)	-3	1%	3%
CCOC(=O)N1CCC(NC(=O)c2cnn(-c3ccc(F)cc3F)c2C2CCN(C(=O)OC(C)(C)C)CC2)CC1	-1	0%	7%
Cc1ccc(-n2ncc3c(NCCCc4ccccc4)ncnc32)cc1	5	-4%	11%

This part in full, from the start:
canonical_smiles	D3 ag	GLP1R cytotox	GLP1R inv ag
O=C(CCn1ccc2cc(S(=O)(=O)N3CCCC3)ccc21)NCc1ccccc1Br	8	-2%	-15%
O=C(NCc1ccccc1)C(=O)NCC(c1ccco1)S(=O)(=O)c1cccs1 (configuration not stated)	6	25%	-9%
Cc1cccc(NC(=O)C(=O)NCC(c2ccc3c(c2)OCO3)N2CCN(c3ccccc3)CC2)c1 (configuration not stated)	-3	1%	3%
CCOC(=O)N1CCC(NC(=O)c2cnn(-c3ccc(F)cc3F)c2C2CCN(C(=O)OC(C)(C)C)CC2)CC1	-1	0%	7%
Cc1ccc(-n2ncc3c(NCCCc4ccccc4)ncnc32)cc1	5	-4%	11%
COc1cccc(NC(=O)CC2C(=O)OCCN2Cc2ccccc2)c1 (configuration not stated)	-3	-18%	3%
CN(C)c1ccc(C(CNC(=O)c2cccc(C(F)(F)F)c2)N2CCCC2)cc1 (configuration not stated)	-23	-4%	?
CCOc1ccc(C(=O)Nc2ccc(-n3nncc3-c3ccc(OC)cc3)cc2)cc1	5	5%	2%
Cc1ccccc1CNC(=O)c1ccc(NC(=O)c2nsc3ccccc23)cc1	6	3%	-20%
CCC(C(=O)NCCc1cc(OC)ccc1OC)n1nc(C)c2c(C)n(-c3ccccc3)nc2c1=O (configuration not stated)	1	-11%	1%
CC1Cc2cc(S(=O)(=O)CCC(=O)NCc3ccccc3Cl)ccc2N1C(=O)C1CC1 (configuration not stated)	2	-22%	-20%
Cc1ccc2c(CC(=O)Nc3c(C(=O)c4ccc(F)cc4)oc4ccccc34)coc2c1	4	7%	1%
COc1cccc(NC(=O)CCc2nnc3n(Cc4ccccc4Cl)c(=O)c4ccccc4n23)c1	10	-13%	-11%
COc1ccc(CCNC(=O)c2nc(SCc3ccc(C)cc3)ncc2Cl)cc1OC	9	-13%	-9%
COc1ccc(Nc2nc(-c3ccccc3)c3cc(Br)ccc3n2)cc1	-7	-2%	?
CCOC(=O)N1CCc2c(sc(NCc3sccc3C)c2C(=O)Nc2cc(Cl)ccc2OC)C1	2	-12%	-13%
COc1ccccc1NC(=O)c1sc(-c2ccc(Cl)cc2)cc1N	-7	37%[activator]	-8%
CCOc1ccccc1NS(=O)(=O)c1ccc2c(c1)CC(C)N2C(=O)C1CC1 (configuration not stated)	9	3%	12%
CCc1ccccc1NC(=O)c1ccc(F)c(S(=O)(=O)N2CCN(c3cccc(Cl)c3)CC2)c1	0	4%	-4%
COc1ccc(-c2nnc(C3CCN(S(=O)(=O)c4cccc(Cl)c4)CC3)o2)cc1	3	-7%	?
CCCc1c(C)c2ccc(O)c(CN3CCN(c4ccc(F)cc4)CC3)c2oc1=O	-14	-2%	4%
O=C1C(=O)N(C2CCN(C(=O)c3cccc(Cl)c3)CC2)CCN1Cc1ccc(F)cc1	5	5%	7%
CC(C)C(=O)Nc1cccc(C(=O)Nc2nnc(C(F)(F)F)s2)c1	-13	19%	-16%
COc1cccc(C(=O)c2c(N)c(-c3nc(-c4ccccc4)cs3)c3ccccn23)c1	8	-16%	3%
COCCCNc1ncnc2c1cnn2-c1ccc(F)cc1	8	-27%	?

The results go on.
canonical_smiles	D3 ag	GLP1R cytotox	GLP1R inv ag
O=C(c1ccco1)N1CCN(c2nc3c(Cl)cccc3s2)CC1	-4	-1%	-6%
NC(=O)C1CCN(C(=O)c2ccccc2NC(=O)c2nsc3ccccc23)CC1	-30	-4%	8%
Cc1ccccc1CSc1ncc(Cl)c(C(=O)Nc2nc3ccc(F)cc3s2)n1	-14	-1%	14%
CC1=C(c2ccc(C(C)C)cc2)S(=O)(=O)N=C1N1CCN(c2ccccc2F)CC1	-13	1%	-8%
COc1cc(SC)ccc1C(=O)Nc1ccc(S(=O)(=O)Nc2nccc(C)n2)cc1	1	-1%	3%
CC(C)c1nn2c(=O)cc(COC(=O)CNC(=O)c3ccccc3Cl)nc2s1	-6	1%	7%
O=C(Cn1cc(C(=O)C2CCCCC2)c2ccccc21)Nc1ccccc1Cl	2	-5%	-4%
COc1ccc(OC)c(NC(=O)c2nc(SCc3ccccc3F)ncc2Cl)c1	-12	-18%	-6%
CC1CCN(C(=O)Cn2c(SCC(=O)Nc3ccc(F)cc3)nc3ccccc32)CC1	1	-3%	-25%
CC(=O)c1ccc(NC(=O)C2=CC(c3ccc(C)cc3)=NS(=O)(=O)N2C)cc1	-5	-1%	-16%
COc1ccc(CNC(=O)c2cccn2-c2nnc(N3CCCCC3)s2)c(OC)c1	-10	0%	6%
CCOC(=O)c1c(C)[nH]c(C)c1S(=O)(=O)N(C)CC(=O)N1CCN(c2cccc(C)c2C)CC1	3	-10%	?
O=C(Cn1cc(SCc2ccc(C(F)(F)F)cc2)c2ccccc21)N1CCOCC1	-8	-7%	?
CC(C)OC(=O)c1c(NC(=O)COc2cccc(Br)c2)sc2c1CCCC2	-8	0%	9%
Cc1ccc(NC(=O)CN2C(=O)C(c3ccc(F)cc3)=NC2(C)C)c(C)c1	3	2%	5%
CCc1ccc(CNC(=O)C2CCN(C(=O)c3ccc(-n4ccc5ccccc54)s3)CC2)cc1	15	1%	-18%
Cc1cccc(N2CCN(C(=O)C3CCCN(C(=O)c4cc5sccc5n4C)C3)CC2)c1C (configuration not stated)	4	-2%	?
COc1cc(Cl)c(C)cc1NC(=O)c1cn(C2CCCC2)c(=O)c2c1c1ccccc1n2C	2	-1%	0%
O=C(NCCc1ccccc1)c1ccc(Cn2c(SCc3ccccc3)nc3cccnc32)cc1	-6	-7%	-8%
Cc1ccc(NC(=O)N2CCN3CCCCC3C2)cc1C (configuration not stated)	-4	3%	3%
O=C(CNS(=O)(=O)c1cccs1)N1CCN(c2ccccc2Cl)CC1	-3	5%	29%
Cc1ccc(-c2cc(C(=O)N3CCN(S(=O)(=O)c4ccc(Br)s4)CC3)[nH]n2)cc1C	7	-2%	2%
CCOc1ccc(C(=O)N2CC(=O)Nc3ccc(C)cc3C2c2ccc(F)cc2)cc1OCC (configuration not stated)	-11	15%	7%
Cc1ccc(-c2cc(N)n(Cc3cccc(Cl)c3)n2)cc1	-6	-1%	?
Cc1ccc(C(=O)Nc2ccc3[nH]c(=O)c(=O)[nH]c3c2)cc1	-6	1%	6%

Limited to GLP1R inv ag, for two of the compounds above:
Structure	GLP1R inv ag
CC(=O)c1ccc(NC(=O)C2=CC(c3ccc(C)cc3)=NS(=O)(=O)N2C)cc1	-16%
CC(C)OC(=O)c1c(NC(=O)COc2cccc(Br)c2)sc2c1CCCC2	9%

(continued)
canonical_smiles	D3 ag	GLP1R cytotox	GLP1R inv ag
CCn1c(C(=O)N2CCC(C(=O)N3CCN(c4cccc(C)c4C)CC3)CC2)cc2sccc21	14	-27%	?
CCOc1ccc(-c2cc(C(=O)NCCc3ccccc3)c3c(-c4ccc(C)cc4)[nH]nc3n2)cc1	2	-2%	9%
CCOc1ccccc1CNC(=O)c1ccc2c(c1)sc1nc(-c3ccccc3)cn12	6	-3%	-7%
COc1ccc(-c2nsc(NC(=O)c3oc4ccc(Cl)cc4c3C)n2)cc1	1	3%	5%
COc1cccc(CNC(=O)Cn2nc(-c3ccc(C)cc3)ccc2=O)c1	-4	0%	4%
CCCCN(CC)CCCNC(=O)c1nn(-c2ccc(OC)cc2)c(=O)c2c1c1ccccc1n2C	-7	-10%	-5%
Cc1ccccc1OCC(=O)Nc1nnc(SCc2cc(=O)n3cc(Cl)ccc3n2)s1	4	2%	3%
CCN1C(=O)C2(c3ccccc31)c1c(oc3ccccc3c1=O)C(=O)N2CCOC (configuration not stated)	4	0%	6%
Cc1nc(N2CCOCC2)c2c(C(=O)NCc3ccc(Cl)cc3)c(C)oc2n1	-13	-7%	-5%
Cc1ccccc1OC(=O)CSc1nnc(-c2ccc(F)cc2)o1	5	-2%	5%
CC(C)(C)C(=O)N1CCN(c2nc3c(F)cccc3s2)CC1	-2	11%	9%
COc1ccc(Cn2ccc3nc(C)c(C(=O)Nc4cc(OC)c(OC)c(OC)c4)cc3c2=O)cc1	2	-2%	16%
O=C(Nc1ccccc1)c1ccc(Br)c(S(=O)(=O)N2CCCCC2)c1	-23	-16%	?
CCOc1ccc(NC(=O)c2cc3c(=O)n(Cc4cccs4)ccc3nc2C)cc1	-8	-11%	-9%
O=c1c2sccc2n(Cc2cc(=O)n3ccccc3n2)c(=O)n1-c1cc(F)ccc1F	7	-9%	26%
CCCCOC(=O)/C(C#N)=C\c1ccc(-c2ccc(Cl)cc2)o1	4	8%	9%
COc1ccc(C)cc1NS(=O)(=O)c1c(C(=O)N2CCCCCC2)c(C)n(C)c1C	-1	1%	4%
COc1ccc(-c2nc3ccccc3s2)cc1NC(=O)c1cccc([N+](=O)[O-])c1C	1	1%	0%
CCOc1cc2[nH]c(=O)n(CCCC(=O)N3CCN(c4cccc(Cl)c4)CC3)c(=O)c2cc1OCC	28	10%	-3%
Cc1ccc(C(=O)c2cn(CC(=O)NCc3ccccc3)c3nc(C)ccc3c2=O)cc1	6	-2%	8%
CCc1ccc(C2CC(=O)c3c([nH]c(C(=O)OC4CCCC4)c3C)C2)cc1 (configuration not stated)	-18	1%	16%
CCOC(=O)c1cccc(NC(c2nnc(-c3ccccc3)o2)c2ccccc2F)c1 (configuration not stated)	4	6%	?
Cc1ccc(NC(=O)c2ccc(N(Cc3ccccc3)S(C)(=O)=O)cc2)cc1	-8	-29%	?
Cc1cccc(Cc2c(C)nc3nc(SCc4ccccc4F)nn3c2C)c1	-16	-6%	-6%
Cc1ccc(CCNC(=O)CN2C(=O)COc3ccc(S(=O)(=O)N4CCCCCC4)cc32)cc1	-12	-1%	?

More results.
canonical_smiles	D3 ag	GLP1R cytotox	GLP1R inv ag
CCCN(Cc1cccs1)C(=O)Nc1cc(Cl)ccc1C	-8	0%	?
Cc1ccc(-n2ncc(C(=O)NCc3ccccc3)c2C2CCN(C(=O)OC(C)(C)C)CC2)cc1	-3	0%	1%
CCCC(C(=O)NCc1cccc(Cl)c1)N1Cc2ccccc2C1=O (configuration not stated)	1	-7%	?
COc1cc(-c2nc3nc(C)cc(C)n3c2Nc2ccc(Cl)cc2)ccc1O	9	11%	-22%
O=C1CC(c2nnc(Cc3cccc(Cl)c3)o2)CN1c1ccccc1 (configuration not stated)	0	10%	-3%
CCc1ccc(-n2c(=O)c3c4c(sc3n(Cc3ccc(F)cc3)c2=O)CCCC4)cc1	-12	16%	-10%
Cc1cccc(NC(=O)C2CCN(c3nnc(-n4c(C)ccc4C)s3)CC2)c1C	-1	-8%	-7%
COc1ccc(CNC(=O)c2ccc(Cn3c(=O)c4cccn4c4cccnc43)cc2)c(OC)c1	8	6%	4%
Cc1nc2ccccc2c(=O)n1-c1ccc(NC(=O)c2ccc([N+](=O)[O-])cc2)cc1	2	-11%	-27%
CC(C)c1ccc(NC(=O)c2cc(S(=O)(=O)NCCC3=CCCCC3)ccc2F)cc1	7	-6%	?
COc1ccc(NC(=O)C2=C(C)Nc3nc(SCc4ccccc4)nn3C2c2cc(OC)ccc2OC)cc1 (configuration not stated)	4	-1%	-20%
COc1ccc(C2C(=O)N(C3CCC(C)CC3)CC(=O)N2C2CCCCC2)cc1OC (configuration not stated)	6	-5%	8%
Cc1cccc(NC(=O)CSc2nc3ccccc3c3nc(CCn4cncc4C)nn23)c1	3	-3%	?
COc1cccc(-c2ccc(-c3noc(-c4ccccc4Br)n3)c(OC)n2)c1	11	-3%	4%
C=C(C)CSc1nc2sc3c(c2c(=O)n1-c1ccccc1)CC(C(C)C)OC3 (configuration not stated)	3	-5%	-5%
COc1ccccc1NC(=O)CSC1=Nc2ccccc2C2=NC(Cc3ccccc3)C(=O)N12 (configuration not stated)	-15	-1%	7%
CCOCCc1nn2c(=O)cc(COC(=O)c3cccc(C)c3)nc2s1	6	28%	6%
CCc1cccc(NC(=O)Cc2nc(-c3ccc(OC)cc3)no2)c1	-20	0%	?
